Assay outcomes (PubChem)
Sm TGR block – inhibitors of Schistosoma mansoni thioredoxin glutathione reductase; Potency, µM (top dose mostly 114 µM), for the others: at the top dose activity change, negative = inhibition, actives largely listed as inhibitors; Q962Y6; actives 3% (n = 360,000); purified TGR, DTNB reduction, TNB absorbance 405 nm; note: nearly all actives have a fitted effect of over 60% in size
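TGR 20 nM + NADPH 100 uM (dispensed conc.), cpd preinc 15 min RT; start with NADPH (500 uM addition) then DTNB (15 mM addition). Kinetic TNB absorbance, 405 nm filter. Four-parameter Hill fit across titration.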
Pf growth 96h – P. falciparum growth inhibition at 96 hour, primary screen for plastid delayed-death inhibitors. P. falciparum luciferase reporter growth, 96 h. Potency, µM (highest dose often 28.7 µM), inactives show at the top dose activity change, negative = inhibition, usual class: inhibitors. actives 6.9% (n = 320,000). AID 504834
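Compounds incubated with erythrocytes infected by luciferase-expressing P. falciparum (2% hematocrit, 0.05% parasitemia final) for 96 hours, 37 C in 5% CO2. Growth inhibition scored as decreased luciferase luminescence.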
LmPK inhibitor – LmPK (Leishmania mexicana) enzyme inhibition. purified LmPK, Kinase-Glo ATP luminescence, 1 h. Potency, µM (doses to about 57.5 µM), inactives show top-dose activity change, negative = inhibition, actives largely listed as inhibitors. Q27686. actives 0.37% (n = 290,000)
Target sequence (Q27686 whole entry, looked up): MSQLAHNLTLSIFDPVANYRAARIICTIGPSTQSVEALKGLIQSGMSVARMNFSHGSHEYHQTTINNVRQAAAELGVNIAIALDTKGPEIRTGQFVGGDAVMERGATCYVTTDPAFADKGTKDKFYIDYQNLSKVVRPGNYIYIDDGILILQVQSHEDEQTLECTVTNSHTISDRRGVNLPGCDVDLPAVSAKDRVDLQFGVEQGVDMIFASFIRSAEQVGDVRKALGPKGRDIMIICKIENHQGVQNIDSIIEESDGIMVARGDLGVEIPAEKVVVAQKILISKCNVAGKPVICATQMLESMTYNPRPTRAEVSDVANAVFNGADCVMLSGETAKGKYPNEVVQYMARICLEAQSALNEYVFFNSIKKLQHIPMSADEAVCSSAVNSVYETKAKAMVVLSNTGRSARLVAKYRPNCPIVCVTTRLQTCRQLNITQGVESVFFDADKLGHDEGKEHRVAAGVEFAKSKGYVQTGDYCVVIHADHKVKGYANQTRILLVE
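Kinase-Glo luminescence read after 1 h RT reaction of 0.1 nM LmPK with 0.5 mM PEP and 0.1 mM ADP. Activity scaled between uninhibited and enzyme-free controls.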
Pf growth 48h – P. falciparum growth inhibition at 48 hours (one generation); P. falciparum luciferase growth in erythrocytes, 48 h; Potency, µM (titrated, usually from 28.7 µM), inactives show at the top dose activity change, negative = inhibition, most hits filed as inhibitors; actives 5.9% (n = 310,000); AID 504832
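Cell-based growth assay: transgenic P. falciparum expressing firefly luciferase, cultured in red cells within RPMI 1640 containing 0.5% w/v Albumax, 24 mM bicarbonate and gentamycin. A drop in luciferase activity indicates inhibition.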
HCV inhibitor – inhibitors of hepatitis C virus infection; Huh7.5.1 HCVcc-Cre infection, luciferase reporter, 44 h; Potency, µM (doses to about 41.8 µM), for the others: at the highest dose activity change, negative = inhibition, actives largely listed as inhibitors; actives 3.4% (n = 340,000)
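Compounds are dispensed onto cells plated 4 h earlier at 1,000 per well, with HCVcc-Cre virus (about 0.5 moi) added next. Following 44 h of culture, luminescent signal is measured for 15 sec after 15 min with substrate at room temperature.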
Tb PYK inh – blocks Trypanosoma brucei pyruvate kinase; Q57TT1; TbPYK enzyme, Kinase-Glo Plus ATP luminescence, 45 min; Potency, µM (titrated, usually from 76.8 µM), for inactives: top-dose activity, negative = inhibition, usual class: inhibitors; AID 624173; actives 0.12% (n = 410,000); note: nearly all actives have a fitted effect of over 50% in size
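Luminescent Kinase-Glo Plus end-point after 45 min room-temperature reaction of T. brucei pyruvate kinase started with 130 uM ADP (final). Buffer TEA 50 mM pH 7.2 with KCl, MgCl2, BSA, Tween-20; titration-based qHTS with fitted concentration-effect curves.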
* marks the source's active call; other numbers are inactive results; ? = inconclusive; nt = not tested or not shown; & = joins results of further samples; [ ] = another dose, or the depositor's remark. Calls come from the whole dose curve; as a rule, active = well fitted curve in the direction sought with a large enough effect; inconclusive = small, poorly fitted or top-dose-only effect, or another doubt; inactive = no such curve, though single readings can be large; an effect the other way counts as inactive or inconclusive. % is set by controls: 0 for no effect and ±100 for the full control effect; potency is the fitted concentration of half-maximal effect.

Molecule	Sm TGR block	Pf growth 96h	LmPK inhibitor	Pf growth 48h	HCV inhibitor	Tb PYK inh
O=C1C2C(c3ccccc3)C=CC(c3ccccc3)C2C(=O)N1c1ccncc1 (centres undefined)	-17%	14%	0%	-9%	24%	-5%
O=C(Nc1nc(-c2ccc(Cl)s2)cs1)c1cccs1	-13%	-18%	-3%	?	11µM*	-9%
Cc1ccccc1NC(=O)Cc1nnc(SCC(=O)N2CCN(c3ccccc3)CC2)n1C	-2%	nt	-8%	3%	9%&-4%	-6%
CC(C)(C)c1ccc(CCC2OCC(C[N+]3(C)CCOCC3)O2)cc1 (centres undefined)	5%	2.6µM*	-1%	?	9%	-5%
O=C(CCC(=O)c1ccc(F)cc1)NCc1ccccc1C(F)(F)F	0%	?	1%	20%	3%	7%
Cc1cc(C)cc(Oc2ccc(S(=O)(=O)N3CCN(C)CC3)cn2)c1	8%	-6%	nt	?	-28%	-16%
O=C(CN1CCN(Cc2ccccc2)CC1)Nc1ccccc1	10%	1%	1%	29%	10%	0%
Cc1cnn(-c2cc(N/N=C/c3ccccc3Cl)ncn2)c1	42%	15%	5%	18%	20%	2%
COc1cc2c(cc1C1C(C#N)=C(N)OC3=C1C(=O)CC(C)(C)C3)OCO2 (centres undefined)	89µM*	6%	3%	?	9%	7%
Oc1ccccc1/C=N/n1cnn(Cc2ccccc2Cl)c1=S	-1%	17%	-3%	15%	-8%	-15%
Cc1ccc(Sc2c(C)nn(C(=O)c3cccc(S(=O)(=O)N4CCOCC4)c3)c2C)cc1	4%	nt	-2%	9%	10%	-31%
Cc1ccccc1-c1nc(CN2CCN(C(=O)c3ccco3)CC2)c(C)o1	?	3%	1%	3%	-22%	0%
CCN(CC)CC1C(=O)N(c2ccc(OC)cc2)C1c1ccccc1 (centres undefined)	8%	?	0%	?	1%	4%
CCN(CC)CCCN=Cc1c(O)n(-c2ccccc2F)c(=O)[nH]c1=O	0%	?	-4%	-4%	8%	-7%
CCOC(=O)C1CCCN(C(=O)CCc2nc3sc4c(c3c(=O)[nH]2)CCCC4)C1 (centres undefined)	0%	?	nt	?	-13%	5%

Carrying on.
Molecule	Sm TGR block	Pf growth 96h	LmPK inhibitor	Pf growth 48h	HCV inhibitor	Tb PYK inh
CCc1ccc(-c2cc(C(=O)N/N=C/c3c[nH]c4ccccc34)[nH]n2)cc1	8%	13%	4%	28%	?	5%
O=C(c1ccc(Cl)cc1)c1ccc(Oc2cc(NN3CCCCC3)c([N+](=O)[O-])cc2[N+](=O)[O-])cc1	8%	-7%	3%	-8%	7%	-2%
COc1ccc(/C=C(\C#N)C(=O)NCc2ccccc2)cc1O	4%	0%	9%	?	14%	4%
Fc1ccccc1OCCCCN1CCCCC1	-4%	?	-1%	5%	-8%	-3%
CN(CCO)c1nc(N)c2c(N)nc3c(c2c1C#N)CC(=O)N3C1CCCC1	3%	?	-1%	?	nt	nt
CCn1c(COc2ccccc2)nnc1SCc1ccc(C#N)cc1	8%	0%	4%	-14%	16%	-22%
O=C(Nc1ccc(Br)cc1)c1cccc(S(=O)(=O)Nc2ccccn2)c1	3%	27%	-1%	4%	-19%	-5%
Cc1cc(NC(=O)c2ccc3c(c2)OCCO3)no1	-17%	-7%	?	?	-13%	-6%
CC(=O)Nc1cccc(/C(C)=N/NS(=O)(=O)c2ccccc2)c1	-2%	27%[5.75 µM]	2%	38%[activator]	4%	-1%
Cc1cc(C)n(CC(=O)N2CCCC(N3CCN(Cc4ccc5c(c4)OCO5)CC3)C2)n1 (centres undefined)	-24%	2%	-3%	7%	-18%	2%
COc1cccc(C(C)NC(=O)Nc2ccccc2Cl)c1 (centres undefined)	nt	4%	1%	?	-28%	4%
CC(=O)n1cc(/C=N/NC(=O)c2ccccc2O)c2ccccc21	29%	-3%	3%	48%[activator]	-5%	3%
O=C(O)[C@H](CC(=O)N1C[C@H]2CCCC[C@H]2C1)Cc1ccccc1	nt	6%	nt	-11%	nt	-4%
O=C(COc1ccc(S(=O)(=O)NC2CCCCC2)cc1)N1CCN(c2cccc(Cl)c2)CC1	1%	nt	-1%	?	7.1µM*	4%
C#CCOc1ccc2c(c1)c(C(C)=O)c(C)n2Cc1ccccc1	2%	?	-12%	?	?	0%

Compound profiles, as listed above.
Record of `Cc1cc(NC(=O)c2ccc3c(c2)OCCO3)no1` = Sm TGR block: -17%; Pf growth 96h: -7%; LmPK inhibitor: ?; Pf growth 48h: ?; HCV inhibitor: -13%; Tb PYK inh: -6%
Record of `O=C(COc1ccc(S(=O)(=O)NC2CCCCC2)cc1)N1CCN(c2cccc(Cl)c2)CC1` = Sm TGR block: 1%; Pf growth 96h: nt; LmPK inhibitor: -1%; Pf growth 48h: ?; HCV inhibitor: 7.1µM*; Tb PYK inh: 4%

The list goes on.
Molecule	Sm TGR block	Pf growth 96h	LmPK inhibitor	Pf growth 48h	HCV inhibitor	Tb PYK inh
Cc1nc2c(-c3ccc(F)cc3)c(C)nn2c(C)c1CCC(=O)NCCN1CCOCC1	-15%	?	11%	nt	-5%	4%
CC(C)Nc1ccccc1	?	?	nt	41%[activator]	-15%	3%
COc1ccc(-c2nc(C#N)c(N3CCOCC3)o2)cc1OC	-14%	nt	2%	14%	?	-7%
Fc1cccc(Nc2ncnc3[nH]ncc23)c1	0%	18%	4%	38%[activator]	-7%	-1%
C=CCCCCCCCCc1nc(SCC(C)=O)n[nH]1	-7%	5%	7%	-16%	2%	-10%
Cc1ccc(CNC(=O)CSc2nc(=O)n3ccccc3n2)cc1	1%	34%[activator]	nt	-6%	21%	-21%
COc1cc(CCC(=O)NCc2ccc(F)cc2)cc(OC)c1OC	-13%	4%	0%	3%	-5%	4%
Cc1ccc(S(=O)(=O)NCC(=O)N(CC(=O)NCc2ccco2)Cc2ccco2)cc1	?	13µM*	-1%	3%	-2%	-7%
C=CCN1C(=O)C2C(C(=O)NCc3ccccc3)C3C=CC2(O3)C1C(=O)NC(C)(C)C (centres undefined)	0%	1%	-4%	-2%	21%	4%
Nc1nc(SCC(=O)N2CCc3ccccc3C2)[nH]c(=O)c1-c1ccccc1	-5%	-9%	-3%	12%	4%	-5%
Cc1cccc(NC(=S)NC(=O)c2ccco2)n1	14%	6%	-4%	32%[activator]	-5%	0%
CCOC(=O)c1cc2c(=O)n3ccccc3nc2n(CCCOC)c1=NC(=O)C(C)(C)C	-13%	1%	-4%	3%	?	-6%
Nn1cnnc1N/N=C/c1cccc(Cl)c1Cl	14%	-7%	-10%	0%	12%	-8%
Cc1cccc(-c2nc(NCCCN3CCOCC3)c3ccccc3n2)c1	4%	2.9µM*	7%	nt	?	2%
CCN(CC)C(=O)COC(=O)c1cc(-c2ccco2)nc2ccccc12	1.8µM*	?	-6%	?	-16%	-16%

(continued)
Molecule	Sm TGR block	Pf growth 96h	LmPK inhibitor	Pf growth 48h	HCV inhibitor	Tb PYK inh
Cc1c(C(=O)O/N=C(\N)c2ccccn2)cccc1[N+](=O)[O-]	-3%	?	?	-29%	?	-16%
Cc1nn(Cc2ccc(Cl)cc2Cl)c(C)c1NC(=O)Cn1nc([N+](=O)[O-])c(Cl)c1C	0%	-1%	7%	22%	?	-4%
CN=C(NC#N)NCCSCc1csc(N=C(N)N)n1	nt	19%	nt	6%	nt	-1%
CC[N+]1(C)CC2CCC(C)(C1)C2(C)C (centres undefined)	-9%	?	-4%	22%	20%	-1%
COc1ccc(NS(=O)(=O)c2ccc(C)c(C(=O)N(C)CCc3ccc(OC)c(OC)c3)c2)cc1	5%	?	nt	?	?	3%
CCc1ccc(NC(=O)Cn2c(=O)n(CCC(=O)NC3CCN(Cc4ccccc4)CC3)c(=O)c3ccccc32)cc1	-3%	-12%	-2%	-12%	-5%	0%
CCOc1ccc(-c2nnn(CC(=O)N3CCCC(C)C3)n2)cc1 (centres undefined)	nt	11%	1%	-7%	-20%	-2%
N#Cc1cn(CC(=O)N2CCCc3ccccc32)c2ccccc12	-8%	?	2%	-7%	-8%	-3%
COc1ccc(OCC(O)CN2CCc3ccccc3C2)cc1 (centres undefined)	8%	25%	3%	8%	11%	-2%
CC1(C)CC(=O)C2=C(C1)N(CC1CCCO1)C(=O)NC2(C(F)(F)F)C(F)(F)F (centres undefined)	-24%	?	5%	5%	-2%	-3%
Cc1cccc(C(=O)OCC(=O)Nc2nnc(-c3ccccc3)o2)c1O	7%	28%	nt	-20%	24%	-3%
CCOC(=O)CC1(NC(=O)c2cc(COc3cncc(Cl)c3)on2)CCCCC1	4%	-29%	-6%	?	10µM*	-5%
CCOP(=O)(c1ccccc1)c1nc(-c2ccc(F)cc2)oc1N1CCCCC1 (centres undefined)	-18%	-6%[5.75 µM]	1%	9.3µM*	-22%	-7%
Cc1ccc(C)n1-c1ccc(N2CCOCC2)c(Br)c1	?	15µM*	-5%	nt	-5%	1%
Cc1ccc(-c2nnc(SCC(=O)N/N=C/c3c(C)nn(-c4ccccc4)c3C)n2-c2ccc(C)cc2)cc1	4%	?	-4%	13%	-3%	1%

The listing continues:
Molecule	Sm TGR block	Pf growth 96h	LmPK inhibitor	Pf growth 48h	HCV inhibitor	Tb PYK inh
N#Cc1ccc(OCC(=O)NC2=NCCS2)cc1	26%	25%	-2%	25%	-5%	8%
CSc1cccc(NC(=O)CCCOc2ccc(Cl)cc2C)c1	-10%	23%	3%	-7%	-23%	2%
CCCCNC(=O)COC(=O)CCC(=O)c1ccc(Cl)cc1	73%[activator]	12%	?	0%	3%	0%
Cc1onc(-c2c(Cl)cccc2Cl)c1C(=O)Nc1ccc2c(c1)OCCO2	3%	76%[activator]	3%	?	?	-5%
CCN1CCN(c2nc3c(c(=O)[nH]c(=O)n3C)n2Cc2ccccc2)CC1	0%	14%	-2%	0%	11%	-3%
CC(=O)N/C(=C/c1ccc2c(c1)OCO2)C(=O)NCCO	7%	45%[activator]	-1%	23%	35%[activator]	-4%
COc1cc(-c2cc(C(=O)O)c3c(OC)c(OC)c(OC)cc3n2)ccc1O	10%	?	-1%	22%	14%	3%
CC(C)Cc1nc2oc3c(N4CCN(CCO)CC4)ncnc3c2c2c1CCCC2	1%	?	2%	?	?	-11%
Nn1cnnc1N/N=C/c1ccccc1C(F)(F)F	2%	?	-1%	?	2%	-1%
CC(=O)Oc1c(C)cc(OCC(O)CNC(C)C)c(C)c1C (centres undefined)	nt	16%	nt	-1%	nt	-6%
c1ccc2c(Nc3nncs3)c3ccccc3nc2c1	13%	-3%	-5%	-24%	?	-1%
Cn1cc(SCC(=O)NCCc2ccccc2)c2ccccc21	10%	7%	7%[11.5 µM]	11%	?	4%
C=CCSc1nnc(-c2ccccc2NC(C)=O)c(=O)[nH]1	-28%	?	7%	35%[activator]	14%	0%
Cc1nc2c(cc1C#N)C(=O)c1ccccc1-2	1%	22%	1%	8%	3%	-3%
Cc1ccc(S(=O)(=O)N/N=C/c2cccs2)cc1	3%	?	5%[11.5 µM]	1%	12%	-6%
CCCCCn1c(N)c(C(=O)NCCN2CCOCC2)c2nc3ccccc3nc21	-28%	?	4%	?	-5%	3%
Cc1cc(OCC(=O)NNC(=S)NC(=O)c2cccs2)ccc1Cl	1%	?	-9%	5%	?	-10%

An excerpt from above, limited to HCV inhibitor, Sm TGR block and LmPK inhibitor.
molecule | HCV inhibitor | Sm TGR block | LmPK inhibitor
Cc1onc(-c2c(Cl)cccc2Cl)c1C(=O)Nc1ccc2c(c1)OCCO2 | ? | 3% | 3%
CCN1CCN(c2nc3c(c(=O)[nH]c(=O)n3C)n2Cc2ccccc2)CC1 | 11% | 0% | -2%
